# Screening results as filed in PubChem.
# D2 agonist – agonists of human D2 dopamine receptor; HEK293 T-REx D2 cells, calcium flux agonist mode; hit rate 0.53% among 340,000; activation, % at 2 µM;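 active = activation over 3 SD above normal in the single-dose calcium agonist read, cut at about 30% in these data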; note: 0% is about no effect
# Target sequence (P14416 whole entry, looked up): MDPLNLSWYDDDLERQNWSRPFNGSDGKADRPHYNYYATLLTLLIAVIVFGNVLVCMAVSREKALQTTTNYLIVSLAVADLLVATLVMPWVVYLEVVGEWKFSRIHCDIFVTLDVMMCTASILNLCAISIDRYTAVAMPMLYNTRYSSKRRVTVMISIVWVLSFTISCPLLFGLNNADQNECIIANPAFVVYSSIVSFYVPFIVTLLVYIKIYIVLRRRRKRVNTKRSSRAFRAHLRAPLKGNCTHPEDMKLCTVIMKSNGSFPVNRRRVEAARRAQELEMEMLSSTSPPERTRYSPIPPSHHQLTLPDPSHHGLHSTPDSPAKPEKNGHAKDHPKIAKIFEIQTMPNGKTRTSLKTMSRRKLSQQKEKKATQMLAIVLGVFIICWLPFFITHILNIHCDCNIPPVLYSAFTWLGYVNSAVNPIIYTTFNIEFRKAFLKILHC
#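 HEK293 Trex D2 cells, tetracycline-induced, o/n 30 C 5% CO2; no-wash Ca dye, RT 30–90 min; 10-cycle baseline, 23 nl cpd added, kinetic Ca read 180 s; agonist hits = positive Ca response.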
# Vif-A3G inh – inhibitors of Vif-APOBEC3G interaction. Q9HC16. HeLa A3G-eYFP + Vif (tagged APOBEC3G with the HIV-1 protein that degrades it), YFP fluorescence, overnight. Potency, µM (top dose mostly 46.1 µM), inactives show at the top dose activity, negative = active, hits mostly inhibitors. hit rate 0.076% among 410,000. AID 602310;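 note: potency is the fitted concentration of half-maximal effect; % is set by controls: 0 for no effect and ±100 for the full control effect; nearly all actives have a fitted effect of over 60% in size; hits raise eYFP signal because A3G escapes Vif-driven loss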
#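 HeLa cells stably expressing Vif and C-terminally eYFP-tagged A3G, seeded overnight at 37 deg C, then exposed to compound by pintool overnight at 37 deg C. Rise in yellow fluorescence (Ex 488/Em 500-530, Acumen) marks blocked Vif-driven A3G degradation.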
# GRP78 ERSR act – ER stress response induction in glioma | U87-MG GRP78 promoter luciferase reporter, 16 h | Potency, µM, without a hit: top-dose activation, hits mostly activators | hit rate 0.02% among 420,000 | AID 602332; note: potency is the fitted concentration of half-maximal effect; series mostly up to about 76 µM; % of control where 0% means no effect; nearly all actives have a fitted effect of over 35% in size
#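 Stably transfected U87-MG human glioma cells carrying a GRP78-based luminescent sensor were seeded at 1000 cells/well, pin-dosed with compounds and incubated 16 h. Luciferase reagent was then added, and end-point luminescence was read after 10 min at room temperature.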
# D2 antag – D2 dopamine receptor (human) antagonism | AID 485344 | inhibition, % at 10 µM | hit rate 2% among 340,000 | HEK293 TREx D2 cells, calcium flux, dopamine EC80 | P14416; in the data active = inhibition above about 30%; note: 0% is about no effect
#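 Dopamine at EC80 is the agonist stimulus; test compounds precede it by 180 s. Calcium flux read kinetically in a force-coupled, inducible HEK293 T-REx D2 cell line.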
# LDHA block – LDHA (human) enzyme inhibition | purified LDHA, NADH/diaphorase-resazurin fluorescence; hits give low values | P00338 | AID 1347041 | hit rate 0.15% among 480,000 | activity change, % (values are at about 110 or 230 µM); in the data active = activity change below about -30%; inconclusive = mostly about -25% to -30%;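 note: plate controls were DMSO wells for no effect and wells without enzyme for full effect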
#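 Remaining NADH was detected by diaphorase (0.133 mg/mL) converting 37 µM resazurin to fluorescent resorufin, read at 0 and 20 minutes. The preceding 5-minute room-temperature reaction used 2 nM LDHA, 0.2 mM sodium pyruvate and 0.06 mM NADH at pH 7.4.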
# ERG-DNA inh – ERG Ets/DNA interaction inhibition | AID 624246 | fluorescence polarization, His-ERG Ets domain / labelled DNA | Potency, µM (doses to about 76.9 µM), inactives show top-dose FP activity, negative = inhibition, actives largely listed as inhibitors | hit rate 0.028% among 370,000; active = well fitted inhibition curve with a large enough effect in the polarisation, with a control signal flat; inconclusive = small, poorly fitted or top-dose-only effect, or effect the other way, or a change in a side signal; inactive = no such curve, though single readings can be large or run the other way; the % refers to the polarisation;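 note: polarization taken with two DNA probes labelled with fluorescein and Texas red; potency is the fitted concentration of half-maximal effect; % of control where 0% means no effect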
# Target sequence (P11308 whole entry, looked up, the tested form may be a part): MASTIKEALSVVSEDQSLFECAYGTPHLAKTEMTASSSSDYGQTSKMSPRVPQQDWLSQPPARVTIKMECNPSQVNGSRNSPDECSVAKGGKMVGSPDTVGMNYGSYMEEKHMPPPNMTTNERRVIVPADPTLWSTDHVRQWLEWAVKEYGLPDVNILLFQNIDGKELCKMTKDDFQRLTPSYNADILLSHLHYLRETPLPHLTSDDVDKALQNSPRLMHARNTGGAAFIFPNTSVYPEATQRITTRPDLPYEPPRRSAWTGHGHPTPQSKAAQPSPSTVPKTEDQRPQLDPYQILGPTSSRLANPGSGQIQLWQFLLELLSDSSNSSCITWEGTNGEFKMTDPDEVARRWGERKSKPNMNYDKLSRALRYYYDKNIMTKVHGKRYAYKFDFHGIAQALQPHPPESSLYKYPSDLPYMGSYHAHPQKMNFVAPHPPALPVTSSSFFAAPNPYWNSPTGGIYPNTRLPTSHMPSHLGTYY
#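 His-tagged ERG Ets domain (1 uM in the protein solution; 300mM KCl, 50mM Tris-HCl, 1mM EDTA, 1mM DTT, pH 7.5) received compound, then a probe mix of 5 nM fluorescein-DNA and 100nM Texas-615-DNA. Fluorescence polarization was read for both dyes.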
# Vif-APOBEC3F blk – Vif-A3F binding inhibition. HeLa A3F-eYFP + Vif (tagged APOBEC3F with the HIV-1 protein that degrades it), YFP fluorescence increase. Potency, µM (top dose mostly 46.1 µM), for the others: at the top dose activity, negative = active. hit rate 0.2% among 390,000. AID 602313; note: potency is the fitted concentration of half-maximal effect; % of control where 0% means no effect; nearly all actives have a fitted effect of over 65% in size
#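 Fluorescence increase (Ex 488/Em 500-530) after overnight compound treatment at 37 deg C flags inhibition of Vif-driven A3F-eYFP loss in stable HeLa A3F-eYFP/Vif cells seeded overnight beforehand.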
# RGS4 inh – inhibitors of human regulator of G protein signaling 4. P49798. Transcreener GDP fluorescence polarization, RGS4-accelerated GTP hydrolysis. Potency, µM (doses to about 114 µM), for the others: top-dose activity change, negative = inhibition, hits mostly inhibitors. hit rate 0.039% among 390,000; note: potency is the fitted concentration of half-maximal effect; % is set by controls: 0 for no effect and ±100 for the full control effect; nearly all actives have a fitted effect of over 75% in size; some results filed as inactive show a strong effect at the top dose
#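 MLSMR compounds (23 nl, pin-transferred) preincubated 10 min at room temperature with a 500nM (2x) first reagent, then RGS4 at 900nM (2x) plus Transcreener GDP mix added; fluorescence polarization (620/688 nm) read before and after 90 min at 30 °C.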
# 12-LOX inh – ALOX12 (human) lipoxygenase inhibition | P18054 | purified 12hLO, xylenol orange hydroperoxide absorbance | hit rate 1.1% among 580,000 | Potency, µM (highest dose often 108 µM), without a hit: top-dose activity change, negative = inhibition, hits mostly inhibitors | AID 1671190; note: potency is the fitted concentration of half-maximal effect; % is set by controls: 0 for no effect and ±100 for the full control effect
#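 Purified human 12hLO (150 nM final) in 25 mM Hepes, 0.01% Triton X-100, pH 7.0 was preincubated 15 min at room temperature with compound. Then 40 uM arachidonic acid was added, 30 min. Hydroperoxide was read by Fe-XO absorbance ratio 573/405 nm.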
# Starred values were filed as active, the others as inactive; ? = inconclusive; . = not tested or not shown; & = joins results of further samples; [ ] = remark or other dose. Unless noted, calls come from the whole dose curve; as a rule, active = well fitted curve in the direction sought with a large enough effect; inconclusive = small, poorly fitted or top-dose-only effect, or another doubt; inactive = no such curve, though single readings can be large; an effect the other way counts as inactive or inconclusive. Only part of the results is shown, so the mix of outcomes need not match the whole.
1. O=C(c1ccc(CNS(=O)(=O)c2cccc(Cl)c2)cc1)N1CCCC1
2. Oc1ccc2ccccc2c1CNc1ccc2ccccc2c1
3. Cc1ccc(NC(=O)C(=O)NCCOc2ccccc2Cl)cc1
4. NC(=O)C(=O)N/N=C/c1c2ccccc2cc2ccccc12
5. O=C(CSc1ncccn1)NCc1ccccc1Cl
entry no. | 1 | 2 | 3 | 4 | 5
D2 agonist | 0.3 | . | 0.3 | -0.6 | 0.6
Vif-A3G inh | 0% | -7% | -10% | -9% | 2%
GRP78 ERSR act | 0% | 4% | 0% | -2% | 4%
D2 antag | 14 | . | -3 | 6 | -5
LDHA block | -8 | 30 | -5 | -1 | -5
ERG-DNA inh | -6% | 3% | 1% | 5% | 1%
Vif-APOBEC3F blk | 18% | -2% | -5% | ? | 1%
RGS4 inh | 0% | -43% | 17% | 22% | 8%
12-LOX inh | -6% | ? | -9% | ? | -17%

6. Cc1nn(C)c(C)c1NS(=O)(=O)c1cccc(Br)c1
7. CN(c1ccccc1)S(=O)(=O)c1cccc(C(=O)Nc2cccc(C(=O)NC3CC3)c2)c1
8. CCCCOC(=O)c1ccc(Nc2ccc([N+](=O)[O-])cn2)cc1
9. COc1ccc(C)cc1NS(=O)(=O)c1cc(Br)cc2c1N(C(C)=O)C(C)C2 (stereo not drawn)
10. Cc1ccc(C(=O)Nc2nnc(CC(=O)N/N=C/c3ccncc3)s2)cc1
entry no. | 6 | 7 | 8 | 9 | 10
D2 agonist | 0.5 | 0.2 | -0.5 | 1.3 | .
Vif-A3G inh | 0% | 1% | -1% | 1% | 0%
GRP78 ERSR act | -2% | 0% | 0% | -4% | 2%
D2 antag | -8 | -14 | -15 | . | .
LDHA block | -3 | -9 | -9 | -6 | -2
ERG-DNA inh | 17% | 11% | . | 2% | -20%
Vif-APOBEC3F blk | -6% | 4% | 0% | 3% | -15%
RGS4 inh | -11% | -6% | -8% | -3% | ?
12-LOX inh | -11% | 2% | -12% | -1% | 2%

11. CCn1cc([N+](=O)[O-])c(=O)c2cc(F)c(N3CCOCC3)cc21
12. O=S(=O)(c1cccc(Cl)c1)N1CCN(c2nc(-c3ccccc3)nc3ccccc23)CC1
13. Cc1ccccc1N(C(=O)c1ccccn1)C(C(=O)NCc1ccccc1)c1ccncc1 (stereo not drawn)
14. Cc1nn(-c2ccccc2)c(Cl)c1C(=O)NCc1cccs1
15. CC(C)(C)c1ccc(OC(=O)c2ccc3snnc3c2)cc1
entry no. | 11 | 12 | 13 | 14 | 15
D2 agonist | 0.2 | . | -0.6 | -1.2 | 0.8
Vif-A3G inh | 0% | -2% | -3% | 0% | -19%
GRP78 ERSR act | 0% | -4% | -3% | -1% | -4%
D2 antag | 7 | . | -12 | 44* | -6
LDHA block | 3 | -2&-5 | -1 | -3 | -2
ERG-DNA inh | -1% | . | 2% | 2% | -3%
Vif-APOBEC3F blk | -8% | . | 4% | 0% | -4%
RGS4 inh | -29% | 7% | 19% | -1% | -5%
12-LOX inh | -19% | 7% | -8% | -28% | 2%

16. COc1ccc2o/c(=N/NC(=O)c3cccs3)c(C(N)=O)cc2c1
17. O=C(CSc1cc([N+](=O)[O-])cc(S(=O)(=O)Cc2ccccc2)c1)NC1CC1
18. O=C(NNC(=O)c1ccncc1)Nc1ccc([N+](=O)[O-])cc1
19. COc1ccccc1OCCC(=O)OCC(=O)NC(C)c1ccccc1 (stereo not drawn)
20. Cc1ccc(N2CC(NC(=O)c3cc4ccccc4o3)CC2=O)cc1 (stereo not drawn)
entry no. | 16 | 17 | 18 | 19 | 20
D2 agonist | 2.7 | 0.0 | 0.9 | -1.0 | -0.3
Vif-A3G inh | 11µM* | 0% | -4% | -7% | 7%
GRP78 ERSR act | 3% | -2% | 2% | 2% | -1%
D2 antag | 3 | -2 | 1 | -5 | .
LDHA block | -13 | 2 | -7 | -5 | -1
ERG-DNA inh | -8% | 1% | 10% | 1% | -3%
Vif-APOBEC3F blk | ? | -6% | 14% | -6% | -3%
RGS4 inh | -15% | -12% | 6% | 11%[11.4 µM] | -22%
12-LOX inh | -2% | ? | -1% | -1% | 0%

21. CCOC(=O)c1cc2nc(-c3ccccc3)cc(C)n2n1
22. Cc1cc(NC(=O)c2cccc(N3C(=O)CCC3=O)c2)no1
23. CCOc1ncccc1C(=O)Nc1ccc2c(c1)OCCO2
24. CC1(C(=O)Nc2ccc3c(c2)OCO3)CCN1C(=O)Cc1cccc2ccccc12 (stereo not drawn)
25. Cc1c(NC(=O)COc2ccc(C(C)C)cc2)c(=O)n(-c2ccccc2)n1C
entry no. | 21 | 22 | 23 | 24 | 25
D2 agonist | 0.9 | 0.6 | . | . | 0.7
Vif-A3G inh | 1% | 0% | -1% | -10% | -3%
GRP78 ERSR act | -6% | -1% | -4% | 2% | -3%
D2 antag | -1 | -8 | . | . | 9
LDHA block | -2 | -3 | -4 | 1 | 1
ERG-DNA inh | -7% | . | 2% | . | -9%
Vif-APOBEC3F blk | 4% | -6% | -3% | . | -7%
RGS4 inh | -16% | 22% | -7% | . | -27%
12-LOX inh | 0% | -6% | 1% | -11% | -8%

26. CCCSc1nnc(CNS(=O)(=O)c2ccc(C)cc2)n1C
27. O=C(CNc1ccc(F)cc1)N/N=C1\CCc2ccccc21
28. CCOC(=O)c1cnn(-c2nc(CC)nc3sc4c(c23)CCC4)c1N
29. CCOc1cc(N2CCOCC2)c(OCC)cc1NC(=O)COc1cccc(CC)c1
30. Cc1ccc(S(=O)(=O)NCc2ccc(C(=O)NCCc3cccc(C)c3)cc2)cc1
entry no. | 26 | 27 | 28 | 29 | 30
D2 agonist | 0.9 | . | -1.3 | 0.3 | 0.9
Vif-A3G inh | 0% | -2% | 1% | 7% | -2%
GRP78 ERSR act | -8% | 5% | -3% | -5% | -5%
D2 antag | -10 | . | -2 | -34 | .
LDHA block | -1 | -1 | 4&-6 | 8 | -1
ERG-DNA inh | 14% | -7% | -13% | -1% | 0%
Vif-APOBEC3F blk | 2% | -3% | 0% | 7% | 1%
RGS4 inh | -25% | -38% | 24% | -12% | -9%
12-LOX inh | -5% | 24% | 40%&133%[activator] | 229%[activator] | 3%

31. Cn1nc(C(C)(C)C)cc1C(=O)N1CCCCC1c1cc(C(=O)NCc2ccccc2)no1 (stereo not drawn)
32. Cc1ccc(S(=O)(=O)/N=C2/NC(=O)/C(=C/c3ccccc3)S2)cc1
33. COC(=O)c1nonc1NCn1nnc2ccccc21
34. COC(=O)c1c(NC(=O)CN(c2ccccc2)S(C)(=O)=O)sc2c1CCCC2
35. CC[C@]1(C(=O)OC)[C@H]2C(=O)N(C)C(=O)[C@H]2[C@H]2CN(C)C(=NC3CCCCC3)N21
entry no. | 31 | 32 | 33 | 34 | 35
D2 agonist | . | -0.3 | 0.6 | . | .
Vif-A3G inh | 1% | -16% | 3% | -1% | 2%
GRP78 ERSR act | -1% | 9% | -2% | 0% | -4%
D2 antag | . | 1 | -20 | . | .
LDHA block | 1 | 0 | -6 | 1 | 0
ERG-DNA inh | . | 3% | -1% | 3% | -23%
Vif-APOBEC3F blk | . | -2% | -7% | -6% | -3%
RGS4 inh | . | -11% | 14% | -4% | -17%
12-LOX inh | 6% | 13µM* | 12% | -24% | ?

36. O=C(COC(=O)[C@@H]1CCCN1S(=O)(=O)c1ccccc1F)c1ccccc1
37. CC(C)n1c(=N)c(C(=O)NC2CCCCC2)cc2c(=O)n3ccccc3nc21
38. C[C@@H]1CN([C@@H](C)CO)S(=O)(=O)c2ccc(Br)cc2O[C@H]1CN(C)C(=O)c1ccncc1
39. O=C(Nc1nnc(CCS(=O)(=O)c2ccc3ccccc3c2)s1)c1ccc([N+](=O)[O-])cc1
40. COC(=O)c1cccc(NC(=O)c2ccc(S(=O)(=O)N3CCN(C)CC3)cc2)c1
entry no. | 36 | 37 | 38 | 39 | 40
D2 agonist | 2.4 | 1.2 | . | 0.4 | 0.2
Vif-A3G inh | 0% | -6% | 0% | -4% | 0%
GRP78 ERSR act | -3% | 6% | -2% | -3% | 0%
D2 antag | -13 | . | . | 6 | 4
LDHA block | -1 | -6 | -2 | -1 | -2
ERG-DNA inh | 6% | 0% | . | 9% | -6%
Vif-APOBEC3F blk | 0% | 2% | 0% | 2% | -6%
RGS4 inh | 17% | -1% | . | 8% | 42%
12-LOX inh | 0% | -21% | 6% | -2% | -19%

41. CC(CC(=O)NCc1ccc(Cl)cc1)c1ccccc1 (stereo not drawn)
42. Cc1ccc(CC(=O)Nc2cccc(C(=O)Nc3c(C)n(C)n(-c4ccccc4)c3=O)c2)cc1C
43. COc1ccc(C(=O)Nc2ccc3oc(-c4ccc5ccccc5c4)nc3c2)cc1Br
44. COc1ccc(C(=O)Nc2ccc3[nH]ccc3c2)cc1
entry no. | 41 | 42 | 43 | 44
D2 agonist | 0.1 | . | . | .
Vif-A3G inh | -2% | 1% | 1% | ?
GRP78 ERSR act | 1% | -2% | -2% | -11%
D2 antag | -14 | . | . | .
LDHA block | -13 | -8 | -13 | 5
ERG-DNA inh | 2% | . | 1% | 4%
Vif-APOBEC3F blk | 1% | -2% | -10% | -12%
RGS4 inh | -4% | . | -21% | -19%
12-LOX inh | 21% | 4% | -16% | 498%[activator]
